Compound activity (PubChem)
MLL CXXC-DNA inh – MLL CXXC-DNA interaction inhibition | Q03164 | MLL-CXXC / FITC-HOXA9 DNA fluorescence polarization | Potency, µM (series often up to 115 µM), without a hit: top-dose activity change, negative = inhibition, usual class: inhibitors | 290,000 compounds, 0.037% hits | AID 2662; active means well fitted inhibition curve with a large enough effect in the polarisation, with a control signal flat, not every such curve was filed as active; inconclusive means small, poorly fitted or top-dose-only effect, or effect the other way, or a change in a side signal; inactive means no such curve, though single readings can be large or run the other way; the % refers to the polarisation; further: potency means the concentration at half of the fitted maximal effect
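Fluorescence polarization: 7 uM MLL-CXXC (stock) preincubated 5 min with compounds, then 50 nM fluorescein-HOX-A9 DNA (stock) added; 30 min ambient. Buffer 50 mM Tris-HCl pH 7.5, 50 mM NaCl, 1 mM DTT, 0.05% BSA.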
Giardia killer – Giardia lamblia killing | AID 540267 | 340,000 compounds, 0.15% hits | activity change, % at 7.66 µM, hits read low | Giardia lamblia trophozoite viability; in the data active means activity change below about -80%; inconclusive means between about -30% and that limit;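 further: parasites exposed to compound for two days anaerobically before the ATP read; on the % scale 0 is the no-effect control and ±100 the full control effect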
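Giardia lamblia trophozoites (100 cells/well) were incubated with compounds for 48 h at 37 deg C under anaerobic conditions. Viability was read as ATP content by one-step luminescence after 15-30 min at room temperature.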
hERG WT inh – blocks the wildtype human KCNH2 potassium channel | Q12809 | U2OS, BacMam KCNH2, thallium flux FluxOr; hits give low values | activity change, % at 1.84 µM | 340,000 compounds, 0.37% hits;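 active means maximum activity change below -70%; inconclusive means maximum activity change between -70% and -50%; inactive means maximum activity change above -50%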; further: on the % scale 0 is the no-effect control and ±100 the full control effect
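U2OS cells transduced with wild-type KCNH2 virus are loaded with FluxOr dye for 45 min, and thallium flux is measured in kinetic reads before and after stimulation buffer. Rate constants are normalized to DMSO controls.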
TSHR antag – human thyrotropin receptor antagonism | P16473 | TSHR-expressing cells, TSH-stimulated cAMP HTRF, 2 h; hits give low values | activity change, negative = inhibition, % at 11.5 µM | 330,000 compounds, 0.2% hits | AID 504810;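 active means activity change below a set negative limit, meaning inhibition stronger than a set level, cut at about -70% in these data; inconclusive means activity change between two set negative limits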; further: on the % scale 0 is the no-effect control and ±100 the full control effect
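Read-out is FRET at 665 nm (cryptate excitation 337 nm) from a cryptate-tagged anti-cAMP antibody, competed by cell cAMP against cAMP-d2. Compounds are tested on freshly harvested TSHR cells challenged with 4nM TSH (EC80) for 2 hours at 37 deg C.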
TCR activator – T cell receptor activation; primary human leukocytes, anti-CD3, IL-2 HTRF, 48 h; Potency, µM (series often up to 9.22 µM), for inactives: top-dose activation of IL-2 secretion, most hits filed as activators; AID 504894; 330,000 tested, under 10 active; further: % of control where 0% means no effect
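IL-2 produced over 48 hr by a-CD3 bead-stimulated primary human leukocytes exposed to compounds was detected with a homogeneous time-resolved FRET immunoassay, 665nm acceptor signal after 320nm excitation.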
A-T KAP1 phos – potential ataxia-telangiectasia treatments restoring KAP-1 phosphorylation; AID 485349; 320,000 compounds, 0.19% hits; Potency, µM (highest dose often 57.5 µM), for the others: at the top dose activation, usual class: activators; […] A-T fibroblasts, KAP-1 phosphorylation AlphaLISA; neocarzinostatin DNA damage 30 min before lysis; further: potency means the concentration at half of the fitted maximal effect; % of control where 0% means no effect; nearly all actives have a fitted effect of over 45% in size
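hTERT-immortalized A-T patient fibroblasts ([…]), 500 cells/well in OPTI-MEM, 1% FBS, got compounds for 60 min, then NCS for 30 min at 37C. Lysates were then assayed for phospho-KAP-1 by AlphaLISA (anti-pKAP1 donor, anti-KAP1 acceptor beads), 6 hr at 25C.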
BCR signal inh – inhibitors of chronic active B-cell receptor signaling; ABC-DLBCL IkBa-CBG/CBR reporter, luminescence ratio, 4 h; Potency, µM (top dose mostly 46.1 µM), for inactives: top-dose ratio change, negative = lower green/red ratio, most hits filed as inhibitors; 340,000 compounds, 0.05% hits; AID 493014; active means well fitted inhibition curve with a large enough effect in the signal ratio, with a control signal flat, not every such curve was filed as active; inconclusive means small, poorly fitted or top-dose-only effect, or effect the other way, or a change in a side signal; the % refers to the signal ratio;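 further: potency means the concentration at half of the fitted maximal effect; plate controls were basal doxycycline-induced cells for no effect and cells given 10 µM MG132 for full effect; MG132 reads +100%, hits lower the ratio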
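TMD8 human ABC-DLBCL cells with doxycycline-inducible IκBα–green luciferase fusion and unfused red luciferase, in 0.5% FBS medium; compounds up to 46 uM, 4 h at 37C. Green/red luminescence ratio, filter-overlap corrected, fitted to concentration-response curves.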
Tb PFK block – blocks T. brucei phosphofructokinase; Potency, µM (doses to about 57.5 µM), without a hit: top-dose activity, negative = inhibition, usual class: inhibitors; T. brucei PFK, ADP-Glo luminescence; O15648; AID 485367; 330,000 compounds, 0.17% hits;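 further: potency means the concentration at half of the fitted maximal effect; 0% = uninhibited 1x PFK enzyme wells and -100% = no-enzyme wells; nearly all actives have a fitted effect of over 60% in size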
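Luminescent ADP detection (ADP-Glo, two-step: ATP depletion then ADP-to-ATP conversion for luciferase) reported PFK activity after 45 min room-temperature reaction of 1.25 nM enzyme with 0.5 mM F6P and 0.1 mM ATP at pH 8.0.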
Coupling enz – counter-screen for Giardia aldolase inhibitors: coupling enzyme system; coupling enzyme system counterscreen, AmpLite Red fluorescence; activity change, negative = inhibition, % at 58.2 µM, hits read low; 290,000 compounds, 0.67% hits; AID 2472; in the data active means activity change below about -30%; further: on the % scale 0 is the no-effect control and ±100 the full control effect
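First, compound is pin-transferred into glyceraldehyde-3-phosphate coupling-enzyme reagent at 57.5 uM final and held 10 min at RT. Next, substrate, coupling system and AmpLite Red are added. After 20 min RT, fluorescence (525/598 nm) is read.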
GALK inhibitor – blocks human galactokinase activity; Purified GALK, Kinase-Glo residual ATP luminescence; Potency, µM (top dose mostly 57.5 µM), for inactives: top-dose activity change, negative = inhibition, usual class: inhibitors; 270,000 compounds, 0.007% hits; further: potency means the concentration at half of the fitted maximal effect; on the % scale 0 is the no-effect control and ±100 the full control effect
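Kinase-Glo Plus luminescence measured ATP left after a 1 h room-temperature reaction. The reaction used 5 nM GALK, 100 uM galactose and 35 uM ATP at pH 8.0 (20 mM HEPES, 5 mM MgCl2, 60 mM NaCl, 1 mM DTT, 0.01% BSA).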
An asterisk follows results filed as active; u = inconclusive; x = not tested or not shown; [ ] = remark or other dose. Unless noted, the call rests on the fitted dose curve; in most records, active means well fitted curve in the direction sought with a large enough effect; inconclusive means small, poorly fitted or top-dose-only effect, or another doubt; inactive means no such curve, though single readings can be large; an effect the other way counts as inactive or inconclusive. No enrichment for hits (roughly 1.6% active in at least one column).

SMILES	MLL CXXC-DNA inh	Giardia killer	hERG WT inh	TSHR antag	TCR activator	A-T KAP1 phos	BCR signal inh	Tb PFK block	Coupling enz	GALK inhibitor
COc1ccc(CCNc2nc(-c3ccccn3)cs2)cc1OC	11%	-22	-5	0	1%	-6%	u	-4%	-2	-2%
Cn1cnc(C(=O)N2CCN(C(=O)OC(C)(C)C)CC2)c1C(=O)N1CCN(C(=O)OC(C)(C)C)CC1	x	13	-5	-6	-1%	-9%	4%	4%	x	x
CCCC(C)NC(=O)c1c2c(nc3ccccc13)CCC2 (stereo not given)	10%	-15	24	1	0%	-3%	-4%	13%	0	6%
CCCCN(CC(=O)NC1CCCC1)C(=O)C(=O)Nc1ccc2c(c1)OCCO2	2%	3	-5	10	-2%	0%	-2%	0%	0	-3%
O=C(O)c1cc(N=Nc2c(O)[nH]c3ccc([N+](=O)[O-])cc23)ccc1Cl	u	-19	-4	-14	5%	-9%	0%	-6%	-2	-7%
O=C(Oc1ccc(Cl)c2cccnc12)C12CC3CC(CC(C3)C1)C2	5%	20	-28	5	9%[46.1 µM]	3%	u	-7%	0	-1%
Nc1nc(SCC(=O)Nc2ccc(OC(F)(F)F)cc2)[nH]c(=O)c1NC(=O)c1ccc(Br)o1	-4%	27	-5	6	0%	4%	u	-5%	x	4%
CC(C)NC(=O)CCCc1cn(C)c2ccccc12	3%	-13	17	3	-10%	1%	-7%	0%	0	-4%
O=C(COC(=O)C1CCC1)NC(=O)c1ccccc1	x	6	-15	x	4%	u	15%	-3%	x	x
CN1C(C(=O)NCc2cccs2)=CC(c2ccc(F)cc2)=NS1(=O)=O	-1%	-2	4	-3	-4%	4%	3%	-4%	-2	0%
Cc1nnc(NC(=O)CSc2nccn2-c2cccc(C)c2C)s1	12%	6	-24	-14	0%	-10%	-30%	2%	1	2%
CC(=O)N1c2ccc(S(=O)(=O)N3CCCCC3)cc2CC1C(=O)NCc1cccc(Cl)c1 (stereo not given)	5%	-4	19	-4	-3%	10%	4%	0%	x	-4%
CCN(CC(=O)Nc1ccc(OC)cc1)C(=O)c1ccc2[nH]c3c(c2c1)CC(C)CC3 (stereo not given)	x	16	0	0	-5%	-1%	u	-9%	x	x
COc1cccc(/C=C2\N=C(c3c(-c4ccccc4)noc3C)OC2=O)c1OC	1%	-9	0	-4	0%	28%	3%	11%	10	-2%
O=C(CSc1ccc2nnc(-c3cccnc3)n2n1)Nc1ccccc1C(F)(F)F	7%	-7	13	3	11%	11%	-4%	-28%	x	1%
Cc1ccc(CN2CCN(Cc3cnc(N4CCOCC4)s3)CC2CCO)cc1 (stereo not given)	8%	-1	12	10	0%	-3%	-1%	-1%	0	10%
O=C(CCCOc1ccccc1)Nc1cccc(S(=O)(=O)N2CCOCC2)c1	x	-10	4	-8	-1%[46.1 µM]	11%	0%	0%	x	x
Fc1ccccc1-c1nc(NCc2ccco2)c2ccccc2n1	6%	1	-1	-1	3%	3%	u	2%	3	1%
O=C(Oc1cccnc1)c1ccccc1[N+](=O)[O-]	u	10	-47	7	1%[46.1 µM]	0%	-1%	-2%	0	0%
Cc1cccc(C)c1N1CCN(CCn2c(=S)[nH]c3ccccc3c2=O)CC1	7%	-14	5	-15	5%	1%	0%	-3%	0	-1%
Cc1n[nH]c(C)c1N=Nc1cc(Cl)ccc1Cl	7%	-2	-5	-1	-2%	-7%	u	1%	0	-7%
COc1cccc2cc(C(=O)OC3CCN(C)CC3)c(=O)oc12	7%	1	12	4	3%[46.1 µM]	10%	0%	3%	5	0%
O=C(c1ccc(OCC2CCCO2)cc1)N1CCN(S(=O)(=O)c2cccc(F)c2)CC1 (stereo not given)	x	-2	22	-5	-27%	-1%	0%	-2%	x	x
Cc1cc(Nc2ccc(F)c(Cl)c2)n2ncnc2n1	15%	6	4	12	2%	13%	-15%	10%	0	1%

The last three entries of the part above open the next one:
SMILES	MLL CXXC-DNA inh	Giardia killer	hERG WT inh	TSHR antag	TCR activator	A-T KAP1 phos	BCR signal inh	Tb PFK block	Coupling enz	GALK inhibitor
COc1cccc2cc(C(=O)OC3CCN(C)CC3)c(=O)oc12	7%	1	12	4	3%[46.1 µM]	10%	0%	3%	5	0%
O=C(c1ccc(OCC2CCCO2)cc1)N1CCN(S(=O)(=O)c2cccc(F)c2)CC1 (stereo not given)	x	-2	22	-5	-27%	-1%	0%	-2%	x	x
Cc1cc(Nc2ccc(F)c(Cl)c2)n2ncnc2n1	15%	6	4	12	2%	13%	-15%	10%	0	1%
Cc1ccc2[nH]c3c(c2c1)CN(C(=O)CN1CCN(c2ccccn2)CC1)CC3	-10%	7	11	4	-1%	2%	-6%	-4%	-10	1%
Cc1cccc(C(=O)N2CCCC(CCC(=O)N3CCN(c4ccccn4)CC3)C2)c1 (stereo not given)	-6%	2	9	-15	-1%	-2%	2%	-4%	x	-4%
CCC(C)(C)C1CCC(=NNC(=O)c2ccoc2C)CC1 (stereo not given)	11%	0	0	22	-3%	-1%	u	2%	-8	-1%
CC[C@@H](C)[C@@H]1CN([C@@H](C)CN2CCC[C@H]2CN2C(N)=NC[C@H]2C(C)C)C(=N)N1CCc1ccc(Cl)c(Cl)c1	x	-18	1	17	13%	-2%	1%	5%	x	x
Cc1ccn2cc(-c3ccc(S(=O)(=O)N4CCOCC4)cc3)nc2c1	0%	x	x	22	x	22%	u	-1%	2	1%
CCOc1ccccc1CNC(=O)CCCC(=O)n1nc(C)c2ccccc21	-2%	19	12	-7	-6%	3%	-1%	-1%	1	7%
COc1cccc(/C=C(\C(=O)O)c2ccccc2)c1	-7%	6	1	2	-5%	-1%	1%	-4%	-11	15%
CCOc1cc(/C=N/O)ccc1OS(=O)(=O)c1ccc(C)cc1	1%	3	-10	-19	2%	11%	-4%	0%	-1	-1%
COc1cccc2sc(=NC(=O)CCS(=O)(=O)c3ccc(C)cc3)n(C)c12	x	4	4	4	8%	-8%	4%	-3%	x	x
COC(=O)Cc1ccc(NC(=S)NNC(=O)C2CC2)cc1	8%	-6	-8	-5	-39%	-9%	-19%	-4%	1	3%
CCc1ccccc1N(CC(=O)NCc1ccc(OC)cc1)C(=O)CCC(=O)Nc1ccccn1	7%	12	10	-2	1%	-2%	7%	-9%	0	-3%
CCc1ccc(NC(=O)Nc2cccc(OC)c2)cc1	-6%	-6	-6	-3	-31%	1%	u	1%	-2	1%
OC(COc1ccc(CNCCc2ccc(C(F)(F)F)cc2)cc1)CN1CCCCC1 (stereo not given)	-2%	-1	-5	6	1%	-5%[11.5 µM]	u	-7%	2	0%
CN(C)CCCN(C(=O)COc1ccccc1)c1nc2c(F)cccc2s1	-2%	-29	20	-11	4%	8%	2%	-1%	1	7%

Part of the list above, limited to A-T KAP1 phos and hERG WT inh:
SMILES	A-T KAP1 phos	hERG WT inh
OC(COc1ccc(CNCCc2ccc(C(F)(F)F)cc2)cc1)CN1CCCCC1 (stereo not given)	-5%[11.5 µM]	-5
CCC(C)(C)C1CCC(=NNC(=O)c2ccoc2C)CC1 (stereo not given)	-1%	0
CC[C@@H](C)[C@@H]1CN([C@@H](C)CN2CCC[C@H]2CN2C(N)=NC[C@H]2C(C)C)C(=N)N1CCc1ccc(Cl)c(Cl)c1	-2%	1
Cc1cccc(C(=O)N2CCCC(CCC(=O)N3CCN(c4ccccn4)CC3)C2)c1 (stereo not given)	-2%	9

In a second layout: results already given
| SMILES | MLL CXXC-DNA inh | Giardia killer | hERG WT inh | TSHR antag | TCR activator | A-T KAP1 phos | BCR signal inh | Tb PFK block | Coupling enz | GALK inhibitor |
| --- | --- | --- | --- | --- | --- | --- | --- | --- | --- | --- |
| CCc1ccccc1N(CC(=O)NCc1ccc(OC)cc1)C(=O)CCC(=O)Nc1ccccn1 | 7% | 12 | 10 | -2 | 1% | -2% | 7% | -9% | 0 | -3% |
| CCc1ccc(NC(=O)Nc2cccc(OC)c2)cc1 | -6% | -6 | -6 | -3 | -31% | 1% | u | 1% | -2 | 1% |
| OC(COc1ccc(CNCCc2ccc(C(F)(F)F)cc2)cc1)CN1CCCCC1 (stereo not given) | -2% | -1 | -5 | 6 | 1% | -5%[11.5 µM] | u | -7% | 2 | 0% |
| CN(C)CCCN(C(=O)COc1ccccc1)c1nc2c(F)cccc2s1 | -2% | -29 | 20 | -11 | 4% | 8% | 2% | -1% | 1 | 7% |
